GPR35 arrestin U2OS – inhibition of zaprinast-stimulated GPR35 beta-arrestin translocation – imaging, U2OS, beta-arrestin-GFP, zaprinast agonist, primary screen (AID 2058); 290,000 tested, 0.052% active; inhibition, % at 10 µM; hits with a dose series show IC50 in µM; U2OS GPR35 beta-arrestin-GFP translocation imaging, zaprinast antagonism; higher % means a stronger effect;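 active = inhibition of at least 50% with at least 30 cells and total cytoplasm GFP at most 10,000,000; inconclusive = under 30 cells or total GFP of 10,000,000 plus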
SV40 large T antigen – SV40 large T antigen inhibitors, biochemical (AID 1903) | SV40 large T antigen ATPase/helicase inhibition assay; higher % means a stronger effect | 310,000 tested, 0.39% active | inhibition, % at 20 µM; hits with a dose series show IC50 in µM; in the data active = a potency from the dose series; inconclusive = inhibition mostly from about 32% at the one dose, without a potency; inactive = the rest, 99 in 100 with inhibition below about 32%; also: strong numbers were not always called active
GPR55 LPI antagonism – GPR55 antagonists blocking LPI-driven arrestin recruitment, primary screen, imaging, U2OS, beta-arrestin-GFP, LPI agonist (AID 2013); 290,000 tested, 0.13% active; U2OS GPR55 beta-arrestin-GFP translocation imaging, LPI antagonism; higher % means a stronger effect; inhibition, % at 10 µM; hits with a dose series show IC50 in µM;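 active = spots per cell inhibited over 60%, with over 100 cells counted and total cytoplasm intensity under 500,000; inconclusive = wells with under 100 cells, flagged as likely toxic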;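 also: U2OS cells stably carrying GPR55 and arrestin-GFP stimulated by 5 µM LPI near EC80; imaged beta-arrestin-GFP aggregate spots per cell after agonist stimulation; plate controls were LPI-stimulated DMSO wells for no effect and DMSO wells without LPI for full effect; some results filed as inactive read as strong as hits; confirmed hits need IC50 under 10 µM and bright autofluorescent wells are also inconclusive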
Rac1 GTP hydrolysis – MgcRacGAP GTPase-activating activity inhibitors, confirmation, biochemical, ADP Hunter fluorescence | 340,000 tested, 0.6% active | inhibition, % at 30 µM, or IC50 in µM where a hit was titrated | AID 624330 | MgcRacGAP-stimulated Rac1 GTP hydrolysis, ADP Hunter fluorescence; higher % means a stronger effect; GST-tagged Rac1 F28L mutant substrate;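 active = first-screen hits whose inhibition reached a set limit at any dose in the follow-up dose series; inconclusive = inhibition above the set first-screen limit but never retested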;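 also: fluorescence reports GDP produced by GAP-driven GTP hydrolysis; strong numbers were not always called active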
Yfh1-off respiration – mitochondrial function rescue without frataxin homolog – Friedreich's ataxia, plus single-dose screen, dose response (AID 1465); 220,000 tested, 0.074% active; S. cerevisiae Yfh1-off respiration, WST-1 reduction, 72 h; higher fold induction means a stronger effect; fold induction at 50 µM, or EC50 in µM where a hit was titrated;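 active = fold induction of absorbance versus untreated yeast above a set limit, then at least 30% activation at any dose in follow-up; inconclusive = repeats straddling the limit, or above it without dose testing; inactive = fold induction below the set limit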;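 also: activators that raise dye reduction in frataxin-depleted yeast; strong numbers were not always called active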
NTR1 ag – NTR1-driven beta-arrestin-GFP spot formation – imaging, U2OS cells, high content, primary screen (AID 493036); agonist mode; activation, % at 20 µM; 330,000 tested, 0.17% active;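 active = activation at or above 40% of the spot to cytoplasm intensity ratio, with at least 20 cells analyzed; inconclusive = wells under 20 cells, flagged as cytotoxic or low count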;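 also: 0% = DMSO without peptide and 100% = 100 nM NTR1 peptide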
Target sequence (P30989 whole entry, looked up): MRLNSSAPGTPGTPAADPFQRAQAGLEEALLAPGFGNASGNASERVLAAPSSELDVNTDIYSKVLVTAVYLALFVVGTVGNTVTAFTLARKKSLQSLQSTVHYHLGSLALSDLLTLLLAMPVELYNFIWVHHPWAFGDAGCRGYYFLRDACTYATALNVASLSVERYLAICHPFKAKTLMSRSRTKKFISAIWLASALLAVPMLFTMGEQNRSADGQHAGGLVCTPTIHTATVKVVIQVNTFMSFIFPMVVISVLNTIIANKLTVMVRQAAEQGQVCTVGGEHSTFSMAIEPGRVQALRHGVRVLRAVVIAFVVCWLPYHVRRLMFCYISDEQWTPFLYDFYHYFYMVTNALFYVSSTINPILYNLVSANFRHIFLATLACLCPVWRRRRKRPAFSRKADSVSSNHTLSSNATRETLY
GPR55 beta-arrestin – selective activators of receptor GPR55 – imaging, U2OS cells, beta-arrestin-GFP redistribution, primary screen (AID 1961); activation, % at 10 µM; hits with a dose series show EC50 in µM; U2OS GPR55 beta-arrestin-GFP redistribution imaging; higher % means a stronger effect; 290,000 tested, 0.048% active;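 active = activation above 40% with more than 50 cells counted in the well; inconclusive = wells holding fewer than 50 cells, flagged as toxic or sparse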;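 also: U2OS osteosarcoma cells stably expressing GPR55 and beta-arrestin-GFP; plate controls were DMSO negative control for no effect and LPI positive control for full effect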
Dengue-2 NS5 capping – Dengue-2 NS5 methyltransferase inhibitors, primary screen, biochemical, confirmation dose response (AID 588689); Dengue-2 NS5 methyltransferase capping enzyme assay, biochemical; higher % means a stronger effect; inhibition, % at 25 µM; hits with a dose series show IC50 in µM; 340,000 tested, 0.3% active; in the data active = a potency from the dose series; inconclusive = inhibition above about 29% without an active follow-up result
AID2073 – disruptors of CaV2.2 binding to Mint1 – biochemical, HTRF (AID 2073); HTRF protein-protein interaction, Mint1-CaV2.2; higher % means a stronger effect; one-dose inhibition, % at 20 µM; IC50 in µM for titrated hits; 290,000 tested, 0.19% active; in the data active = inhibition mostly above about 51%, no sharp cut-off; inconclusive = no clear call, values can overlap the other calls; inactive = mostly below about 53%; also: some results filed as inactive read as strong as hits
NTR1 ag cell count 20 µM – second read-out of NTR1 ag, no call of its own (marks repeat the call); cell count; measured here: cell count, cytotoxicity flag
Dengue-2 NS5 capping pilot replicate – further read-out of Dengue-2 NS5 capping, marked with its call; inhibition, %; measured here: pilot screen replicate inhibition
An asterisk follows results filed as active; i = inactive; ? = inconclusive; . = no result given; & = joins results of further samples. Only part of the results is shown, so the mix of outcomes need not match the whole.

SMILES | GPR35 arrestin U2OS | SV40 large T antigen | GPR55 LPI antagonism | Rac1 GTP hydrolysis | Yfh1-off respiration | NTR1 ag | NTR1 ag cell count 20 µM | GPR55 beta-arrestin | Dengue-2 NS5 capping | AID2073 | others
CC(Cc1cccs1)NCc1ccccc1 (stereo not given) | -7.0% | -1.9% | 3.2% | 9.1% | i | -1.1 | 64 | -0.4% | 0.8% | 3.1%
O=c1[nH]c(=O)n(C2CCCCCC2)c(O)c1C=NC1CCN(Cc2ccccc2)CC1 | 12.1% | 5.0% | 7.0% | 7.2% | i | 3.4 | 52 | -0.2% | 9.6% | -2.5%
CN(C)C(=O)Oc1ccc(Cl)c2ccccc12 | 7.2% | -0.9% | 6.3% | 5.5% | i | -1.2 | 90 | -0.1% | -3.9% | -5.3%
c1cncc(CNC2=NCCC2)c1 | -12.0% | 3.2% | 13.9% | 5.0% | i | 0.5 | 78 | 0.0% | 0.0% | 8.5%
Cc1cc(N2CCCC2)ccc1C=C(C#N)C#N | 12.9% | -2.7% | -0.7% | 2.2% | . | 5.0 | 56 | -0.3% | 6.7% | 3.4%
CCOC(=O)c1c(C=O)c2ccccc2n1Cc1ccccc1 | -6.8% | 6.4% | 4.8% | 5.2% | . | 4.6 | 85 | -0.2% | 2.3% | 8.4%
O=C1CN=C(c2ccccc2)c2oc3ccc(Br)cc3c2N1 | -10.0% | 2.3% | 9.4% | 9.7% | i | 6.2 | 89 | -0.1% | -5.2% | 2.3%
O=P(NS(=O)(=O)c1ccc(Cl)cc1)(Oc1ccccc1)Oc1ccccc1 | -7.9% | 5.4% | -2.7% | 1.2% | i | -1.8 | 44 | 0.1% | 5.6% | 5.7%
OC(CN1CC=C(c2ccccc2)CC1)c1ccccc1 (stereo not given) | -11.6% | 5.4% | 4.8% | 8.9% | . | -0.3 | 47 | 0.6% | -7.4% | 3.2%
CC/C(=N\NC(N)=O)c1c(O)[nH]c(=O)[nH]c1=O | 1.3% | 4.9% | 11.0% | 15.0% | . | 0.7 | 41 | -0.3% | -10.7% | -5.9%
O=C(Nc1cccc(Cl)c1)c1c(O)c2c(n(Cc3ccco3)c1=O)CCCC2 | 18.4% | . | 4.5% | . | i | 0.7 | 90 | 0.3% | . | 6.0%
CSc1ccc(C(=O)C2CCCN(Cc3cccnc3)C2)cc1 (stereo not given) | 4.4% | 25.2% | 9.7% | 8.1% | i | -1.5 | 45 | -0.1% | 5.1% | 4.8%
C=CCN1C(=O)NC(=O)C(Cc2ccc(OC)c(OC)c2)C1=O (stereo not given) | -7.4% | 1.9% | 6.6% | 9.1% | i | -0.9 | 74 | -0.2% | 25.8% | -4.0%
Nc1ccccc1C(=O)OCc1ccc([N+](=O)[O-])cc1 | -29.3% | 5.7% | 1.6% | 1.2% | i | -0.7 | 83 | -0.1% | -6.6% | -2.6%
CCC(=NCCc1ccccc1)c1c(O)[nH]c(=O)[nH]c1=O | 0.8% | 8.0% | -3.7% | 7.1% | i | 0.2 | 56 | 0.0% | 3.9% | 11.4%
Cc1cc(/C=C2/C(=O)NC(=O)N(c3ccccc3)C2=O)c(C)n1-c1ccc(F)cc1 | . | . | . | 17.7% | i | 12.3 | 35 | . | -9.7% | .
O=C(Nc1ccccc1OC(=O)N1CCCCC1)N1CCCCC1 | 12.9% | 10.0% | 0.5% | 4.5% | i | -0.6 | 41 | -0.2% | -3.8% | -5.2%
O=C(c1ccc(C(F)(F)F)cc1)C1CCCN(Cc2ccc(CO)o2)C1 (stereo not given) | 2.1% | 4.1% | 4.0% | 13.6% | i | 1.8 | 62 | 0.1% | 6.9% | 11.5%
COc1cccc(C2(O)CCN(Cc3ccncc3)CC2)c1 | 14.1% | 20.2% | 8.7% | 10.2% | i | -1.1 | 80 | -0.2% | -6.2% | -12.5%
CC(=O)NNC(=O)CN1C(=O)CN=C(c2ccccc2)c2cc(Br)ccc21 | -10.6% | -8.0% | 0.8% | 0.3% | i | 1.3 | 53 | 0.6% | -5.4% | -8.8%
CCCCCn1c(=O)c(C(=O)Nc2ccccc2Cl)c(O)c2ccccc21 | 17.4% | 1.2% | 6.8% | 4.5% | . | 0.9 | 70 | -0.1% | -4.8% | 13.0%
O=[N+]([O-])c1cc(Cl)c(O)c(-[n+]2c(-c3ccccc3)cc(-c3ccccc3)cc2-c2ccccc2)c1 | 0.2% | 10.1% | 11.7% | 11.1% | . | 2.8 | 55 | 0.3% | 2.6% | 17.2% | Dengue-2 NS5 capping pilot replicate=0.0
Cc1c(C(=O)N2CCC3(CC2)OCCO3)sc2ncnc(N3CCc4ccccc4C3)c12 | -11.9% | 3.5% | 22.4% | 3.9% | i | -1.6 | 94 | 0.8% | -2.7% | 5.5%
COc1ccc(C(=O)CC2C(=O)N(C)C(=O)N(C)C2=O)cc1 | 2.7% | 21.8% | -2.1% | 9.0% | i | 0.5 | 48 | -0.2% | 6.1% | 12.6%
CCCCCCC(N)CC(=O)O (stereo not given) | -11.1% | 11.4% | 7.7% | -3.7% | i | . | . | 0.7% | 0.6% | 1.4%
Continuation.
SMILES | GPR35 arrestin U2OS | SV40 large T antigen | GPR55 LPI antagonism | Rac1 GTP hydrolysis | Yfh1-off respiration | NTR1 ag | NTR1 ag cell count 20 µM | GPR55 beta-arrestin | Dengue-2 NS5 capping | AID2073 | others
Cn1c(O)c(C(=O)c2ccccc2)c(=O)n(C)c1=O | 4.2% | 3.0% | 8.5% | 15.6% | i | -0.3 | 38 | -0.5% | -21.4% | 5.0%
Cc1ccc(N2C(=O)NC(=O)/C(=C/c3ccc(OC(=O)c4cccs4)cc3)C2=O)cc1 | 14.1% | 2.8% | 20.1% | 7.7% | i | -0.1 | 79 | -0.1% | 55.3µM* | 19.7% | Dengue-2 NS5 capping pilot replicate=33.4*
Cc1ccc(CN2CCN(CC(=O)N3CCC4(CC3)OCCO4)C2=O)cc1 | 0.6% | -5.8% | 8.3% | 11.2% | i | 0.5 | 56 | -0.1% | -4.1% | -4.2%
COc1cc2c(cc1O)CC1c3c(cc(O)c(OC)c3-2)CCN1C (stereo not given) | -6.2%&-9.2% | ? | 10.8%&12.2% | 24.2% | i | -0.1 | 85 | -0.1%&0.5% | -0.7% | 43.3%&48.6%
O=C(Cn1c(NCCCl)nc2ccccc21)c1ccc(Br)cc1 | . | 10.7% | . | 6.0% | . | -0.5 | 55 | . | 9.9% | .
CC(C)N1CCN(Cc2ccc3c(c2)OCCO3)CC1CCO (stereo not given) | 7.0% | 12.1% | 14.6% | 11.7% | i | -0.1 | 57 | -0.2% | 1.7% | 0.1%
Oc1ccc(/C=N/NP(=S)(c2ccccc2)c2ccccc2)c(O)c1O | 13.0% | 17.7% | -4.1% | -60.1% | i | 1.4 | 79 | 0.6% | >100µM* | 20.5% | Dengue-2 NS5 capping pilot replicate=11.8*
CN(C)C(=O)Oc1ccc([N+](=O)[O-])cc1 | 14.0% | 1.2% | 10.6% | 12.8% | i | 1.2 | 74 | 0.1% | -6.2% | 4.1%
Nc1ccc2c(c1)Cc1ccccc1-2 | -1.6% | 3.52µM* | 4.4% | ? | i | -0.4 | 52 | 0.1% | -3.9% | -7.0%
CCCCC(CC)CNCC(O)c1ccccc1 (stereo not given) | -10.8% | -8.0% | 0.4% | 18.2% | i | 0.1 | 46 | -0.2% | 0.0% | -7.5%
COc1ccccc1CCNC1C2CC3CC(C2)CC1C3 (stereo not given) | -12.2% | 14.2% | -2.6% | 0.0% | i | 1.1 | 56 | -0.4% | 0.7% | -2.3%
CCC(=NCCCN(CC)CC)c1c(O)n(C2CCCCC2)c(=O)[nH]c1=O | 25.9% | 10.0% | 12.1% | 5.5% | i | 0.8 | 75 | 0.0% | -11.0% | -1.4% | Dengue-2 NS5 capping pilot replicate=-1.2
CN1CCN(CCOC2c3ccccc3CSc3ccc(Cl)cc32)CC1 (stereo not given) | 18.0% | 10.8% | 5.4% | 5.3% | i | -1.2 | 78 | 0.0% | 3.2% | -1.0%
Cc1nc2ccccc2c(=O)n1-c1cccc(C(F)(F)F)c1 | 26.7% | -0.3% | 2.4% | 6.0% | . | 0.0 | 52 | 0.2% | -7.2% | 7.5%
O=CC(Cl)P(=O)(N1CCCCC1)N1CCCCC1 (stereo not given) | 10.5% | 14.2% | 15.0% | -7.2% | i | 1.5 | 73 | 0.2% | -4.8% | -0.2%
Clc1ccc2c(c1)C(c1ccccc1Cl)=NCc1nncn1-2 | -5.3% | 6.2% | 6.7% | -2.6% | i | 2.3 | 60 | 0.3% | -1.6% | 12.8%
Clc1ccc(CSC(Cn2ccnc2)c2ccc(Cl)cc2Cl)cc1 (stereo not given) | 2.0% | 22.7%&22.5% | 11.9% | 3.1% | i | 9.6 | 54 | -0.1% | -6.6% | -2.2%
CN(C)/C=C/C(=O)C(Cl)(Cl)Cl | -4.6% | 4.9% | -16.1% | 11.4% | i | -0.1 | 31 | -0.1% | 2.2% | -2.0%
O=[N+]([O-])c1cccc(C2N3CCCN23)c1 (stereo not given) | -7.1% | 8.8% | -4.3% | 8.8% | i | -1.8 | 72 | -0.1% | -13.5% | 27.2%
O=c1[nH]c(=S)n(C2CC2)c(O)c1/C=N/N1CCOCC1 | 4.6% | 13.4% | 12.8% | 4.5% | i | 2.4 | 64 | -0.3% | 0.0% | 10.5%
CCNc1ccc(P(=S)(N(C)C)N(C)C)cc1 | 1.1% | 22.5% | 5.1% | 6.0% | i | -0.1 | 76 | -0.1% | -1.6% | -5.8%
NC(=O)C1(N2CCCCC2)CCN(Cc2ccccc2)CC1 | 20.0% | -9.4% | 0.8% | 0.2% | i | -0.7 | 58 | 0.1% | -3.5% | -0.5%
C=CCn1c(O)c(C(CC)=NCCN2CCN(C(=S)NC)CC2)c(=O)[nH]c1=O | -4.0% | 20.9% | -0.1% | 14.7% | i | -0.8 | 60 | 0.2% | 1.5% | -11.7%
CC(/C=C(\C)Nc1ccccc1)=Nc1ccccc1 | 4.7% | 3.8% | -9.6% | 1.7% | i | -0.4 | 37 | -0.3% | 2.3% | 0.9%
